SR-BI uptake up: activators of SR-BI mediated DiI-HDL uptake, primary screen, ldlA[mSR-BI] CHO cells, DiI fluorescence. AID 504775, 2011. activation, % at 12.5 µM. actives 0.096% (n = 320,000). 3 h; 100 = double the neutral-control signal;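 active = mean replicate activation of at least 60% and every replicate at or above 60%; inconclusive = mean or all-replicate condition met, but not both; inactive = mean below 60% and not all replicates reaching 60%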;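 note: 0% = median plate neutral-control signal and 100% = twice that signal; values of inactives mirror those of a sister screen read the other way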
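system = CHO ldlA[mSR-BI] cells, LDL receptor-null, SR-BI overexpressing | medium = Ham's F12 with 0.5% BSA, HEPES 25 mM, pH 7.4 | probe or stimulus = DiI-HDL 10 µg/mL | compound dosing = single-point compound dose | incubation = compound exposure 3 h, 37 °C | technique = DiI fluorescence, bottom read | read-out = cell-associated DiI fluorescence as measure of HDL uptake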
NSD2 HMT inh: NSD2 histone methyltransferase inhibitors, primary screen, biochemical, AlphaScreen, single concentration, set 2; NSD2 peptide methylation, 120 min; inhibition, % at 12.5 µM; actives 0.54% (n = 310,000); in the data active = inhibition above about 50%
SR-BI HDL uptake: inhibitors of SR-BI mediated HDL lipid uptake, primary screen, ldlA[mSR-BI] cells, fluorescence, single point; ldlA[mSR-BI] CHO cells, DiI-HDL uptake fluorescence, 3 h; Scavenger receptor class B member 1 (Mus musculus), Q61009; actives 0.96% (n = 320,000); inhibition, % at 12.5 µM;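 active = mean replicate inhibition of at least 70% and a set share of replicates each scoring 70 or more; inconclusive = meets just one of the two criteria; inactive = fails both criteria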;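 note: 0% = median of neutral control wells and 100% = median of positive control wells; values of inactives mirror those of a sister screen read the other way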
Target sequence (Q61009 whole entry, looked up): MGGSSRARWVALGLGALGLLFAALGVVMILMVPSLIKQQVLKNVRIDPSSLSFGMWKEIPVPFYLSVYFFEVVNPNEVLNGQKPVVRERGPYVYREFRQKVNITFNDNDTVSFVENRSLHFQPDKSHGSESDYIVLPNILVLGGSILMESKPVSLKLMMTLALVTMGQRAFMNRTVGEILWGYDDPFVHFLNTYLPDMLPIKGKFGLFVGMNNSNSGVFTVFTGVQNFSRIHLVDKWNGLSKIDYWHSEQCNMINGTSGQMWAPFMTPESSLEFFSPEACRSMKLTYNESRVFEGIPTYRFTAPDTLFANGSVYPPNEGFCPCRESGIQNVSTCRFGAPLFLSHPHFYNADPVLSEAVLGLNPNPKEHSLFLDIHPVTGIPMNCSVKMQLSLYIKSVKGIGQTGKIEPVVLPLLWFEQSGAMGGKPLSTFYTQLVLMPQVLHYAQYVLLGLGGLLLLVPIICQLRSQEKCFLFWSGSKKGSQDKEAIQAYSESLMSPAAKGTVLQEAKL
dFosB act: activators of delta FosB homodimer, primary screen, biochemical, fluorescence polarization, TAMRA-CDK5 oligo, single point. activation, % at 25 µM. actives 0.99% (n = 340,000). purified delta FosB; percent of positive-control signal above neutral wells. Protein FosB (Mus musculus), P13346;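 active = mean activation above about 17%, with every replicate also reaching it, limit read from the data, passing the limit was not always enough; inconclusive = only one of the two conditions met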;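 note: fluorescence polarization rise as delta FosB binds a TAMRA Cdk5 AP-1 oligo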
CAL PDZ FP-1: untagged CAL PDZ binding inhibitors, primary screen, biochemical, fluorescence polarization, HTS. purified CAL PDZ, TMR-peptide fluorescence polarization, 1 h. Golgi-associated PDZ and coiled-coil motif-containing protein (Homo sapiens), Q9HD26. actives 0.92% (n = 300,000). inhibition, % at 24.9 µM. AID 602252, 2012;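 active = mean inhibition of at least 30% with at least half of replicates also reaching 30%; inconclusive = no clear call, values can overlap the other calls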;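 note: 0% = DMSO neutral control and 100% = excess unlabeled competitor peptide PRC23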
Rtt109 Vps75: inhibitors of C. albicans Rtt109/Vps75 HAT, primary screen, biochemical, ThioGlo CoA-SH fluorescence, plate reader; purified Rtt109/Vps75, 4 h; inhibition, % at 34.9 µM; actives 0.16% (n = 330,000); AID 540336, 2011;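 active = inhibition of at least 50% in every replicate; inconclusive = best replicate reaches 50% inhibition but some replicates fall short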
Target sequence (Q5AAJ8 whole entry, looked up): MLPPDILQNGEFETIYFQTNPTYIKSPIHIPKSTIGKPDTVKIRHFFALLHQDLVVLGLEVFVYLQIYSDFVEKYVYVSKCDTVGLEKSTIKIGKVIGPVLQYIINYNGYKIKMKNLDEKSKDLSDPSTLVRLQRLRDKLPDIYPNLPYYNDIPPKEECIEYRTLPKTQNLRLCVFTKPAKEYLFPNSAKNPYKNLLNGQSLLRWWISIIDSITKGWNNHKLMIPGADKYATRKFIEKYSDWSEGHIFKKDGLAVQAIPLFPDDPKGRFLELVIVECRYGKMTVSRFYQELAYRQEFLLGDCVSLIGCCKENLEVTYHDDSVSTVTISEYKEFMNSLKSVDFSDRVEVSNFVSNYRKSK
PfHsp90 yeast 2: growth inhibition of PfHsp90-expressing yeast, primary screen, antimalarial PfHsp90 inhibitor project, S. cerevisiae, BacTiter-Glo luminescence, single point, set 2 | BacTiter-Glo ATP, 48 h; yeast lacking PDR1 and PDR3 efflux regulators | inhibition, % at 9.4 µM | actives 0.32% (n = 310,000) | AID 504621, 2011;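 active = every replicate shows inhibition above about 80%, whatever the replicate mean, limit read from the data; inconclusive = mean inhibition reaches the set limit but some replicate falls short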;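 note: 0% = DMSO neutral controls and 100% = 20 µM radicicol positive controls; yeast relying on Plasmodium falciparum Hsp90 in place of its own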
MITF TRPM1 HTS: activators of MITF-driven TRPM1 promoter reporter, primary screen, cell-based, SK-MEL-5, luciferase, single point | SK-MEL-5 TRPM1-promoter luciferase, 24 h; % of positive control, neutral wells = 0 | activation, % at 12.5 µM | actives 0.75% (n = 300,000);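 active = mean activation of at least 80% with every replicate also reaching 80%; inconclusive = mean reaches 80% but some replicate falls short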;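 note: 0% = neutral control wells and 100% = parthenolide positive control wells; values of inactives mirror those of a sister screen read the other way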
PvdQ inh: P. aeruginosa PvdQ acylase inhibitors, primary screen, biochemical, fluorescence, plate reader and imaging, single point | actives 0.063% (n = 340,000) | purified PvdQ acylase | inhibition, % at 10 µM | AID 488965, 2010 | PvdQ acylase [Pseudomonas aeruginosa LESB58]; in the data active = inhibition above about 30%, passing the limit was not always enough; inconclusive = no clear call, values can overlap the other calls;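 note: 0% = vehicle neutral wells and 100% = reference inhibitor wells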
CAL PDZ FP-2: CAL PDZ peptide-binding inhibitors, primary screen, biochemical, fluorescence polarization, Cer-tagged CAL PDZ, HTS. purified CAL PDZ, TMR-peptide fluorescence polarization, 1 h. inhibition, % at 20 µM. actives 0.02% (n = 330,000). AID 504414, 2011;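 active = highest replicate inhibition of at least 40%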;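 note: plate controls were DMSO neutral control wells for no effect and unlabeled competitor peptide control wells for full effect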
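Test system: tagged CAL PDZ domain / Buffer or medium: sodium phosphate/NaCl buffer pH 7.4 with TCEP, IgG, Thesit / Reagent: TMR-labelled reporter peptide T*-PRC34 bound in PDZ groove / Compound dosing: single point, 20 µM / Schedule: 1 h incubation at room temperature before polarization reading / Technique: fluorescence polarization (mP) / Benchmarks: unlabelled peptide, DMSO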
* hit, by the source's call; ? = inconclusive; nt = not tested or not shown.

A first look, 2 compounds:
SMILES | SR-BI uptake up | NSD2 HMT inh | SR-BI HDL uptake | dFosB act | CAL PDZ FP-1 | Rtt109 Vps75 | PfHsp90 yeast 2 | MITF TRPM1 HTS | PvdQ inh | CAL PDZ FP-2
CCOc1ccc2cc(C3CC(c4ccco4)=NN3S(C)(=O)=O)c(=O)[nH]c2c1 (stereo unspecified) | -10 | -2 | 10 | -7 | 0 | 1 | 18 | -1 | -2 | -0.8
Cc1cccc(C)c1NC(=O)CN1CCN(C(=O)c2ccc(OCc3cn4ccccc4n3)cc2)CC1 | -26 | -3 | 26 | -7 | nt | 2 | nt | -5 | -6 | -0.6

The list itself, from the first entry:
SMILES | SR-BI uptake up | NSD2 HMT inh | SR-BI HDL uptake | dFosB act | CAL PDZ FP-1 | Rtt109 Vps75 | PfHsp90 yeast 2 | MITF TRPM1 HTS | PvdQ inh | CAL PDZ FP-2
CCOc1ccc2cc(C3CC(c4ccco4)=NN3S(C)(=O)=O)c(=O)[nH]c2c1 (stereo unspecified) | -10 | -2 | 10 | -7 | 0 | 1 | 18 | -1 | -2 | -0.8
Cc1cccc(C)c1NC(=O)CN1CCN(C(=O)c2ccc(OCc3cn4ccccc4n3)cc2)CC1 | -26 | -3 | 26 | -7 | nt | 2 | nt | -5 | -6 | -0.6
O=C(c1cccs1)N1CCCC(c2nc3c(nnn3Cc3cccc(Cl)c3)c(=O)[nH]2)C1 (stereo unspecified) | 0 | 4 | 0 | -11 | -4 | 22 | -37 | -3 | -15 | -2.3
O=C(/C=C/c1ccc(Br)o1)Nc1nccs1 | -23 | 1 | 23 | -8 | -4 | 8 | -22 | 52 | -21 | -1.0
COc1ccc(NC(=O)c2ccc(NC(=O)C3COc4ccccc4O3)cc2)c(OC)c1 (stereo unspecified) | 26 | -3 | -26 | 2 | nt | -6 | 6 | 7 | -12 | -0.1
COc1cccc(CNC(=O)Cn2cc3c(n2)CCCCC3)c1 | 5 | nt | -5 | 6 | 1 | 6 | -9 | 3 | 15 | -0.5
CCN(CC)CCNC(=O)Cn1nc(-c2ccccc2)c2ccccc2c1=O | 3 | 12 | -3 | -11 | -3 | -3 | 32 | -1 | -8 | nt
O=c1[nH]c2ccc(Cl)cc2c(-c2ccccc2)c1N1CCN(c2ccccn2)CC1 | 3 | -3 | -3 | 2 | -3 | 7 | -48 | -1 | 7 | 0.1
COc1ccccc1CCNC(=O)NC1CCCCC1 | -1 | -3 | 1 | -7 | -3 | nt | -17 | 11 | -18 | -1.8
Cc1ccc(S(=O)(=O)NC(C(=O)N2CCOCCOCCOCCOCC2)C(C)C)cc1 (stereo unspecified) | nt | 0 | nt | -12 | nt | -15 | 35 | -6 | -5 | -4.2
Cc1ccccc1NC(=O)Cc1nnc(SCC(=O)NC2CCCCC2)n1C | -6 | -1 | 6 | 0 | -3 | 0 | 12 | -7 | -14 | -1.7
COc1ccccc1N1CCN(Cc2ccc(Br)o2)CC1 | 2 | 0 | -2 | 3 | nt | 3 | nt | -1 | 2 | 0.1
COc1cccc(CN(Cc2cccnc2)S(=O)(=O)c2ccc(-n3cnnn3)c(C)c2)c1 | 10 | 1 | -10 | -4 | -3 | 19 | 14 | 2 | 7 | -2.4
COc1ccc(CC(=O)NCC(=O)N/N=C/c2ccc(C)o2)cc1 | 44 | 1 | -44 | -2 | -2 | -2 | 8 | -3 | 7 | -2.6
CC1CCc2nc3ccc(S(=O)(=O)N4CCC(C(=O)NCc5ccccc5Cl)CC4)cc3c(C(=O)O)c2C1 (stereo unspecified) | 2 | 1 | -2 | -8 | -5 | 18 | 0 | -10 | -3 | -2.8
COC(=O)c1ccccc1C(=O)N1CC(O)CO1 (stereo unspecified) | 10 | -3 | -10 | -2 | -5 | -4 | 8 | -5 | 2 | 0.1
Cc1ccc(Nc2nc(N)nc(CSc3nnnn3-c3ccccc3)n2)cc1 | -9 | 1 | 9 | 10 | -2 | 1 | 0 | nt | -4 | -0.2
Cc1ccc(S(=O)(=O)N2CCN(C(=O)CNC(=O)c3ccc(Br)o3)CC2)cc1 | 12 | -3 | -12 | -7 | 0 | 11 | nt | 3 | 0 | -2.5
CC(C)c1[nH]c(=O)c(C#N)c2c1CSC(C)(C)C2 | 24 | 1 | -24 | 4 | 2 | -107 | 8 | 6 | -10 | nt
CCCCn1c(N)c(N(CC(C)C)C(=O)C2CC(=O)N(c3ccccc3C(C)CC)C2)c(=O)[nH]c1=O (stereo unspecified) | -6 | -1 | 6 | -7 | -6 | -15 | nt | 10 | -2 | -1.5
CC(=O)N1CCN(c2ccc(NC(=O)c3ccccc3C)cc2)CC1 | -4 | 0 | 4 | -8 | nt | -1 | 0 | 14 | 4 | -1.1
CN(C)c1cccc(C(=O)N/N=C/c2ccccc2F)c1 | -51 | 11 | 51 | -13 | -2 | 3 | 3 | -15 | -13 | -2.4
CN=c1nc(-c2ccccc2)n(-c2ccccc2)s1 | -32 | nt | 32 | 3 | -6 | 1 | -15 | -7 | 4 | 0.3
C=CCn1c(=O)c(C(=O)NCc2ccccc2)c(O)c2ccccc21 | 10 | -5 | -10 | -10 | -2 | -2 | -1 | nt | -10 | -0.5
COc1cccc(NC(=O)CC2Oc3ccccc3NC2=O)c1 (stereo unspecified) | 0 | -1 | 0 | -8 | 2 | 2 | -3 | -1 | -10 | 0.8
CN1CCN(c2ccc(S(=O)(=O)N3CCCCC3)cc2NC(=O)/C=C/c2ccc(OC(F)F)cc2)CC1 | 14 | 1 | -14 | -19 | -2 | 25 | nt | -3 | 13 | -3.1
COc1cc(OC)cc(-c2c(C#Cc3ccsc3)c3cc(-c4cccc5[nH]ccc45)ccc3n2C)c1 | -17 | nt | 17 | 18* | 1 | -1 | 22 | -11 | -9 | 0.0
CC1C(=O)Nc2ccccc2N1C(=O)c1cccc(C(F)(F)F)c1 (stereo unspecified) | -19 | 0 | 19 | 2 | -1 | 9 | -9 | nt | -1 | -0.2
CCOC(=O)c1c(N)n(C2CC(C)(C)NC(C)(C)C2)c2nc3ccccc3nc12 | 23 | nt | -23 | -5 | -5 | 8 | 13 | 0 | -28 | -2.2
CCCCn1c(N)c(N(CC(C)C)C(=O)c2ccc(S(=O)(=O)N(CC)c3ccccc3)cc2)c(=O)[nH]c1=O | -10 | 0 | 10 | -8 | 3 | 3 | -23 | 3 | -7 | -0.9
O=C1OCCC1Sc1nnc(-c2ccco2)n1-c1ccccc1 (stereo unspecified) | -3 | -6 | 3 | 4 | 3 | 4 | nt | -5 | -12 | -0.8
NS(=O)(=O)c1cccnc1Nc1cccc(Cl)c1Cl | 2 | 0 | -2 | -3 | nt | 1 | -12 | 13 | -12 | -0.2
O=C1C2CCCN2C(c2cccc(Br)c2)N1c1ccc(F)cc1 (stereo unspecified) | 2 | nt | -2 | -2 | nt | -1 | 10 | -4 | -3 | 0.4
CCC(C)C1Nc2ccc(C(=O)NCCc3ccc(OC)c(OC)c3)cc2NC1=O (stereo unspecified) | 0 | nt | 0 | 1 | -4 | -4 | -4 | -20 | -8 | -4.5
Cc1c(C(=O)N2CCN(c3ccccn3)CC2)oc2c1C(=O)CC(C)(C)C2 | -15 | 1 | 15 | -2 | -5 | -2 | -13 | 11 | -11 | -2.2
C/C(Cn1cnc([N+](=O)[O-])n1)=N\NC(=O)c1ccc(O)cc1O | 7 | -4 | -7 | -14 | -6 | 2 | 3 | -5 | -9 | 0.0
COc1ccc(C2=NOC(Cn3nc(-c4ccccc4)cc3C(=O)NCc3ccco3)C2)cc1 (stereo unspecified) | -56 | nt | 56 | 9 | -1 | -10 | -3 | 0 | -9 | -0.5
COc1ccc(-c2nc3n(n2)C(=O)CC(c2ccco2)S3)cc1 (stereo unspecified) | -4 | nt | 4 | -9 | nt | 4 | -4 | -11 | -9 | -1.4
Cc1cc(OC(C)C(=O)NCCCN2CCOCC2)c2c(C)cc(=O)oc2c1 (stereo unspecified) | 11 | 15 | -11 | -11 | -2 | 5 | -12 | 10 | -9 | -1.6
COc1ccc(C(=O)N(c2ccccn2)C2CCCCC2)c(OC)c1 | 11 | nt | -11 | -9 | -2 | 7 | 15 | 4 | -14 | -1.1
Clc1ccc(CSc2nnc(-c3sccc3-n3cccc3)o2)cc1 | -53 | 4 | 53 | 2 | -2 | -1 | 14 | 6 | 5 | -1.1
CC(=O)OCC1(C)CN(c2ccccc2)N(C(C)=O)C1=O (stereo unspecified) | 6 | 1 | -6 | 5 | -6 | 10 | 5 | 4 | 0 | -2.2
O=C(O)CC(C(=O)O)N1C(=O)/C(=C/c2ccc(-c3nc4ccccc4s3)o2)SC1=S (stereo unspecified) | 15 | 67* | -15 | -12 | -1 | 9 | -22 | -13 | 6 | -1.6
CO[C@H]1/C=C/O[C@@]2(C)Oc3c(C)c(O)c4c(O)c(c5c(c4c3C2=O)NC2(CCN(CC(C)C)CC2)N=5)=NC(=O)/C(C)=C\C=C\[C@H](C)[C@H](O)[C@@H](C)[C@@H](O)[C@@H](C)[C@H](OC(C)=O)[C@@H]1C | -24 | nt | 24 | -1 | -2 | 6 | 3 | -26 | 14 | 1.5
O=C(CSc1nc2cc(Cl)ccc2o1)c1cccs1 | nt | -2 | nt | 6 | -5 | -4 | 1 | 27 | 2 | -1.2
CCOC(=O)N1CCN(CC(O)c2ccc3cc[nH]c3c2)CC1 (stereo unspecified) | 11 | nt | -11 | -4 | nt | -5 | -33 | nt | -9 | -0.4
CC(=O)c1cccc(NC(=O)c2ccc3ccccc3c2)c1 | -72 | 2 | 72* | -20 | -7 | 0 | 35 | ? | -13 | -4.0
